Bioassay records: PubChem BioAssay, several laboratories
Dengue-2 NS5 capping: Dengue-2 NS5 methyltransferase inhibitors, primary screen, biochemical, confirmation dose response (AID 588689). hit rate 0.3% among 340,000. inhibition, % at 25 µM, or IC50 in µM where a hit was titrated. Dengue-2 NS5 methyltransferase capping enzyme assay, biochemical; higher % means a stronger effect; in the data active = a potency from the dose series
K1F lysis inhibition: protection from phage-mediated lysis, alamar blue read-out – E. coli UTI89, K1F phage, bacterial capsule biogenesis inhibitors (AID 488966); E. coli UTI89 K1F phage lysis, alamar blue, 2 h; higher % means a stronger effect; inhibition, % at 100 µM; hits with a dose series show IC50 in µM; hit rate 0.02% among 340,000;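 active = phage lysis inhibition, versus mean bacterial control, above a set limit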;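 note: capsule biogenesis inhibitors block K1F phage lysis so surviving cells raise fluorescence; higher fluorescence means more inhibition of phage lysis; actives were called in the ten point dose series up to 300 µM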
NTR1 ag: agonists of NTR1, primary screen, imaging, U2OS cells, beta-arrestin-GFP, high content (AID 493036). NTR1-U2OS beta-arrestin-GFP spot imaging, agonist mode. activation, % at 20 µM. hit rate 0.17% among 330,000;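 active = activation at or above 40% of the spot to cytoplasm intensity ratio, with at least 20 cells analyzed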;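 note: 0% = DMSO without peptide and 100% = 100 nM NTR1 peptide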
Target sequence (P30989 whole entry, looked up): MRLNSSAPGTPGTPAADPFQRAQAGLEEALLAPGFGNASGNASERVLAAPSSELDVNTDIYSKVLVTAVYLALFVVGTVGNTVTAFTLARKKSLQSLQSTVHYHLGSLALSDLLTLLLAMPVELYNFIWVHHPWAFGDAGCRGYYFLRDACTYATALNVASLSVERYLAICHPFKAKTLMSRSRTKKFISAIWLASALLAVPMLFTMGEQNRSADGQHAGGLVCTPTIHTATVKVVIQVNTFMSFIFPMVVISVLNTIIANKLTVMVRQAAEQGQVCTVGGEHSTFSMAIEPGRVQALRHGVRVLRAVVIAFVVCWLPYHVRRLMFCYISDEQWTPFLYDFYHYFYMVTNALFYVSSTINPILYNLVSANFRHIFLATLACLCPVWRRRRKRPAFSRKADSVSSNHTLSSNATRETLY
NTR1 ag cell count 20 µM: further read-out of NTR1 ag, marked with its call; cell count; measured here: cell count, cytotoxicity flag
Dengue-2 NS5 capping pilot replicate: further read-out of Dengue-2 NS5 capping, marked with its call; inhibition, %; measured here: pilot screen replicate inhibition
Starred values were filed as active, the others as inactive; i = inactive; [ ] = remark or other dose. The list is partial; count on the stated rates, not on these rows.

SMILES	Dengue-2 NS5 capping	K1F lysis inhibition	NTR1 ag	NTR1 ag cell count 20 µM	others
CCOc1ccc(-n2ccnc(SCC(=O)NC3CCCC3)c2=O)cc1	-5.9%	-0.8%	1.7	50
CCCCOc1ccc(C(=O)NCC(=O)N2CC(C)CC(C)C2)cc1 (configuration not stated)	-3.7%	-0.3%[50 µM]	0.6	39
COc1cccc(CC(=O)OC(C)C(=O)Nc2ncc(Cl)cc2Cl)c1 (configuration not stated)	-4.4%	0.0%[50 µM]	-0.1	56
O=C(C[C@@H]1C/C=C\CCC(=O)OC[C@@H]2CCCN2C1=O)N[C@@H](CO)Cc1ccccc1	-4.5%	0.3%	0.2	48
CCOc1ccc(NC(=O)CN(C)C(=O)c2cc(C3CC3)nn2-c2ccccc2)cc1OCC	-5.8%	0.8%[50 µM]	1.4	58
CCO[C@@H]1OC(C(=O)NC2CC2)=C[C@H](C2CCCCC2)[C@H]1CCCO	3.2%	i	-0.4	110
N#Cc1ccccc1S(=O)(=O)N1CCN(C(=O)c2cc3c(s2)CCC3)CC1	-5.1%	0.5%[50 µM]	0.7	49
Cc1noc(C)c1NC(=O)Nc1cccc2c1O[C@H](CN(C)C(=O)NC1CCCCC1)[C@@H](C)CN([C@H](C)CO)C2=O	-10.3%	0.0%	0.9	54
O=C(CN1CCN(S(=O)(=O)c2ccccc2Cl)CC1)NCC1(N2CCOCC2)CCCCC1	0.0%	0.9%[50 µM]	1.1	65
CN(C)S(=O)(=O)c1ccc(N2CCCC2)c(C(=O)Nc2ccc(C(N)=O)cc2)c1	-14.1%	0.9%[50 µM]	0.8	62
O=C(NCC1CCCO1)c1ccccc1NS(=O)(=O)c1cc([N+](=O)[O-])ccc1Cl (configuration not stated)	12.3%	2.4%	1.5	57
Cc1ccccc1-c1nc2ccccc2c(=O)n1/N=C/c1ccc([N+](=O)[O-])cc1	6.1%	0.0%	3.5	72
Cc1cc(NC(=O)CSCC(=O)N(C)Cc2cccc(Cl)c2)no1	-6.6%	1.0%[50 µM]	-0.2	51
CSc1nc(N)nc2c1ncn2CC(=O)N1CCN(Cc2c(C)cc(C)cc2C)CC1	2.6%	0.2%	2.3	75	Dengue-2 NS5 capping pilot replicate=-1.2
Cc1ccc(S(=O)(=O)N2CCOCC2)cc1C(=O)NCCc1ccc(Cl)cc1	-2.4%	-1.2%	-0.3	72
CCN(C(=O)COC(=O)c1ccccc1NCCO)C1CCS(=O)(=O)C1 (configuration not stated)	-5.9%	1.4%[50 µM]	0.0	70
O=C(O)C[C@H]1c2ccccc2S(=O)(=O)N1C1CCCCC1	-7.2%	0.6%	1.2	77
C#CCOCCOCCOCCNc1nc(N2CCN(C(=O)[C@H](CCCN=C(N)N)n3cc(C(N)[C@@H](C)CC)nn3)CC2)nc(N2CCN(C(=O)[C@H](CCCCN)n3cc([C@@H](N)[C@H](C)CC)nn3)CC2)n1 (some centres not stated)	-7.2%	5.9%	-1.3	56
CC(C)c1ccc(NC(=O)C(c2ccccc2)N(C)C(=O)CCc2c[nH]c3ccccc23)cc1 (configuration not stated)	-2.4%	0.1%	1.9	62
O=C(CNC(=O)c1ccccc1Br)NNC(=O)c1cccs1	-10.1%	1.4%[50 µM]	0.3	56
CN(C(=O)c1cccc(S(=O)(=O)N2CCCCC2)c1)C1CCS(=O)(=O)C1 (configuration not stated)	-2.2%	1.0%[50 µM]	-0.4	66
CC1=C(C(=O)OCC(Br)(Br)Br)C(c2cccc([N+](=O)[O-])c2)NC(=O)N1CCCC(=O)O (configuration not stated)	0.0%	0.9%	1.3	100
CCCNC(=O)C1(CC2CC(c3ccccc3)=NO2)CCN(C(=O)C2CCCC2)CC1 (configuration not stated)	0.4%	2.3%	12.0	88
COc1ccc(OCCN(C)C(=O)c2cccc(S(=O)(=O)N(C)c3ccccc3)c2)cc1	2.2%	-0.6%[50 µM]	0.6	51
CC1CCN(C(=O)c2[nH]cnc2C(=O)Nc2ccon2)CC1	-7.9%	-0.1%	3.8	53

(more compounds)
SMILES	Dengue-2 NS5 capping	K1F lysis inhibition	NTR1 ag	NTR1 ag cell count 20 µM	others
CCN(C(=O)COC(=O)CCC(=O)c1cccs1)c1c(N)n(Cc2ccccc2)c(=O)[nH]c1=O	0.0%	1.1%[50 µM]	0.7	54
COc1ccc(C2=NOC(Cn3nc(C(=O)NCc4cccc(Br)c4)cc3-c3ccccc3)C2)cc1 (configuration not stated)	0.0%	0.0%	1.3	45
COc1ccc(NC(=O)CN(C)C(=O)Cc2ccc3c(c2)OCCO3)cc1	-1.5%	0.1%	-0.1	63
CNc1snc(C)c1C(=O)OC(C)C(=O)Nc1ccc(F)cc1 (configuration not stated)	-3.8%	0.4%[50 µM]	-2.2	64
CCOc1ccccc1/C=N/NC(=O)C[n+]1ccccc1	4.3%	0.0%	-2.0	61
Cc1ccc(OC(C)C(=O)Nc2ncc(Cl)cc2Cl)c([N+](=O)[O-])n1 (configuration not stated)	-8.8%	0.4%	1.4	50
Cc1cccnc1NC(=O)c1cccc(S(=O)(=O)NCc2ccccc2)c1	-1.5%	0.3%[50 µM]	1.1	59
COc1ccc(CN([C@H](CO)CC(C)C)S(=O)(=O)N(Cc2ccccc2)[C@H](CO)CC(C)C)cc1	-2.4%	-1.0%	6.6	44
CC(=O)c1cccc(NC(=O)CN2C(=O)NC(C)(C)C2=O)c1	-4.4%	-0.4%[50 µM]	2.0	56
COc1cc(C(=O)NC(C)c2ccccc2)ccc1OCC(=O)N1CCOCC1 (configuration not stated)	-0.7%	0.6%[50 µM]	0.7	68
COc1ccc(CNC(=O)C2(CC3CC(c4ccccc4)=NO3)CCN(C(=O)OC(C)(C)C)CC2)cc1 (configuration not stated)	-6.3%	0.2%	3.0	82
O=c1c2ccccc2oc2cc(-c3ccc4[nH]ccc4c3)ccc12	-4.8%	3.3%	10.5	57
CCOC(=O)c1ccc(NC(=O)CNNC(=O)COc2ccccc2C)cc1	-5.1%	0.4%[50 µM]	-1.1	47
O=C(c1cc(C2CC2)nn1-c1ccccc1)N1CCN(c2ccc(O)cc2)CC1	-2.9%	-1.2%[50 µM]	0.1	58
O=C(c1ccco1)N1CCN(Cc2cc(=O)c(OCc3c(F)cccc3Cl)co2)CC1	-9.4%	1.4%[50 µM]	-1.3	70
CCc1ccc(N2CC(C(=O)OCC(=O)Nc3ccc(C(C)=O)cc3)CC2=O)cc1 (configuration not stated)	-4.1%	0.2%[50 µM]	-1.4	67
Cc1ccc(C2(C)NC(=O)N(CC(=O)NC3CCCCC3)C2=O)cc1 (configuration not stated)	-5.1%	0.3%[50 µM]	-0.5	54
O=C(CSc1nc(=O)n(CCCN2CCOCC2)c2c1CCCC2)Nc1ccc(Cl)cc1	8.0%	1.1%[50 µM]	0.9	65
CCC1(c2ccc(Cl)cc2)NC(=O)N(CC(=O)NC2(C#N)CCCCC2)C1=O (configuration not stated)	-2.2%	0.7%[50 µM]	-0.9	64
CCC(=O)NCCCc1nc(-c2ccccc2)no1	1.7%	0.3%	-1.3	76
COc1ccc(-c2csc(NC(=O)c3c(C)noc3C)n2)cc1	-3.6%	-0.5%	1.4	70
CC(C)(C)n1ncc2c(=O)n(Cc3ccccc3Br)cnc21	-4.5%	2.6%	2.5	68
O=C(COC(=O)CCC(=O)c1ccccc1)NCCc1ccccc1	-6.5%	1.8%[50 µM]	0.3	61
Cc1cc(C)c(NC(=O)CNC(=O)COC(=O)Cc2ccccc2C)c(C)c1	-7.7%	0.3%[50 µM]	-1.5	92
COc1ccc(C)cc1NC(=O)CSc1nnc2ccc(-c3cccnc3)nn12	0.7%	1.9%[50 µM]	0.6	53

Going on with the list:
SMILES	Dengue-2 NS5 capping	K1F lysis inhibition	NTR1 ag	NTR1 ag cell count 20 µM	others
COc1ccc(C(=O)N2CCN(c3ccc(F)cc3)CC2)cc1S(=O)(=O)NC1CC1	-1.6%	0.1%[50 µM]	-0.4	45
Cc1nc(-c2ccc(F)cc2)c(CC(=O)NCC(=O)Nc2ccc(F)c(F)c2)s1	0.0%	0.3%[50 µM]	-2.3	61
CN(CC(=O)Nc1cccc(F)c1)C(=O)Cn1c(=O)oc2ccccc21	1.4%	-0.3%	-1.7	67
Cc1ccc(CN2C(=O)[C@H]3Cc4c([nH]c5ccccc45)C(C)(C)N3C2=O)cc1	0.0%	1.2%	17.4	74
Cc1cccc(NC(=O)C2CCCN(S(=O)(=O)c3c(C)nn(C)c3C)C2)c1 (configuration not stated)	-5.9%	-0.5%	0.2	65
N#Cc1cnn2c(-c3cccc([N+](=O)[O-])c3)ccnc12	-7.7%	1.3%[50 µM]	1.3	57
COc1ccccc1C(=O)CN1C(=O)NC2(CCCCCC2)C1=O	-4.8%	-1.6%	-0.1	55
CCN(C(=O)CN1CCCCC1C)c1c(N)n(Cc2ccccc2)c(=O)[nH]c1=O (configuration not stated)	-16.7%	0.1%	0.2	61
CCOC(=O)c1ccccc1NC(=O)COc1coc(CN2CCc3ccccc32)cc1=O	-5.8%	-0.4%[50 µM]	28.0	52
CN1CCN(S(=O)(=O)c2cccc(C(=O)Nc3cc(C(F)(F)F)ccc3N3CCCCC3)c2)CC1	6.6%	0.5%[50 µM]	2.1	81
CCC(=O)c1ccc(OCC(=O)NC2CCCC2)cc1	7.7%	0.5%[50 µM]	0.4	57
CCCn1nc(C(=O)NNC(=O)Cc2ccc(S(=O)(=O)N3CCOCC3)s2)c2ccccc2c1=O	-5.0%	-0.3%[50 µM]	-1.5	60
CCN(CC(=O)Nc1ccccc1C(F)(F)F)C(=O)CCS(=O)(=O)c1ccc(Cl)cc1	1.5%	0.5%[50 µM]	-1.5	62
CCCC(NC(=O)c1ccc(Br)o1)c1nc2ccccc2[nH]1 (configuration not stated)	-9.3%	0.5%[50 µM]	-1.7	59
CC(CC(=O)OCC(=O)NCc1ccc(Cl)cc1)c1ccccc1 (configuration not stated)	-4.5%	0.2%[50 µM]	-1.8	45
CC(=O)c1c(C)[nH]c(C(=O)CN2CCN(S(=O)(=O)c3ccc(C(C)C)cc3)CC2)c1C	-11.8%	0.9%[50 µM]	2.9	65
O=C(NCCc1ccccc1)C1=COCCO1	-1.5%	0.6%	-1.1	57
COCCN1C(=O)N[C@@H](c2ccccc2)[C@H](C(=O)OC)[C@H]1C	-0.8%	0.3%	-1.5	89
O=C(OCc1nnc(-c2ccc([N+](=O)[O-])cc2)o1)C1CCN(C(=O)c2ccc(Cl)cc2)CC1	-5.0%	0.6%[50 µM]	-0.3	48
O=C(COC(=O)CNC(=O)c1ccc(Cl)cc1Cl)NC1CC1	-7.4%	0.3%	-0.9	63
CCCCn1c(N)c(N(CC(C)C)C(=O)C2CC(=O)N(c3ccc(CC)cc3)C2)c(=O)[nH]c1=O (configuration not stated)	-6.5%	1.1%[50 µM]	-0.5	60
Cc1ccc(S(=O)(=O)N2CCCCC2)cc1NC(=O)Cn1cnc2c1c(=O)n(C)c(=O)n2C	-13.0%	0.9%[50 µM]	0.6	55
C=CC[C@H](CC(=O)NCCO)C(=O)NCCOC(=O)[C@@H](CC=C)Cc1ccc(F)cc1	-5.6%	1.2%	-0.6	47
O=C(CSC(=O)c1ccccc1)Nc1ccccc1F	4.0%	0.3%	4.3	55
COc1ccc(S(=O)(=O)NCC(c2ccco2)N2CCc3ccccc3C2)cc1 (configuration not stated)	3.7%	0.1%[50 µM]	0.3	42
CCN(CC(=O)Nc1c(F)cccc1F)C(=O)C1CCN(C(=O)Nc2ccccc2)CC1	-0.7%	0.5%[50 µM]	-1.3	60

12 compounds already listed, sorted by heavy-atom count, descending:
SMILES	Dengue-2 NS5 capping	K1F lysis inhibition	NTR1 ag	NTR1 ag cell count 20 µM	others
CN1CCN(S(=O)(=O)c2cccc(C(=O)Nc3cc(C(F)(F)F)ccc3N3CCCCC3)c2)CC1	6.6%	0.5%[50 µM]	2.1	81
CCOC(=O)c1ccccc1NC(=O)COc1coc(CN2CCc3ccccc32)cc1=O	-5.8%	-0.4%[50 µM]	28.0	52
CC(=O)c1c(C)[nH]c(C(=O)CN2CCN(S(=O)(=O)c3ccc(C(C)C)cc3)CC2)c1C	-11.8%	0.9%[50 µM]	2.9	65
COc1ccc(C(=O)N2CCN(c3ccc(F)cc3)CC2)cc1S(=O)(=O)NC1CC1	-1.6%	0.1%[50 µM]	-0.4	45
CCN(C(=O)CN1CCCCC1C)c1c(N)n(Cc2ccccc2)c(=O)[nH]c1=O (configuration not stated)	-16.7%	0.1%	0.2	61
Cc1ccc(CN2C(=O)[C@H]3Cc4c([nH]c5ccccc45)C(C)(C)N3C2=O)cc1	0.0%	1.2%	17.4	74
Cc1cccc(NC(=O)C2CCCN(S(=O)(=O)c3c(C)nn(C)c3C)C2)c1 (configuration not stated)	-5.9%	-0.5%	0.2	65
CN(CC(=O)Nc1cccc(F)c1)C(=O)Cn1c(=O)oc2ccccc21	1.4%	-0.3%	-1.7	67
CC(CC(=O)OCC(=O)NCc1ccc(Cl)cc1)c1ccccc1 (configuration not stated)	-4.5%	0.2%[50 µM]	-1.8	45
CCCC(NC(=O)c1ccc(Br)o1)c1nc2ccccc2[nH]1 (configuration not stated)	-9.3%	0.5%[50 µM]	-1.7	59
O=C(CSC(=O)c1ccccc1)Nc1ccccc1F	4.0%	0.3%	4.3	55
O=C(NCCc1ccccc1)C1=COCCO1	-1.5%	0.6%	-1.1	57
